Screens deposited in PubChem by National Center for Advancing Translational Sciences (NCATS).
USP2a block: inhibitors of human ubiquitin-specific protease USP2a; AID 463254; USP2 core, Ub-CHOP2 coupled fluorogenic reporter, 485/531; O75604; 330,000 compounds, 0.01% hits; Potency, µM (doses to about 38.3 µM), for the others: at the highest dose activity change, negative = inhibition, most hits filed as inhibitors;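 note: potency is the fitted concentration of half-maximal effect; plate controls were DMSO wells for no effect and full inhibition by NEM control for full effect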
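USP2 core (10nM final) preincubated 30min RT with compound in 20mM Tris-HCl pH 8.0, 2mM CaCl2, 2mM beta-mercaptoethanol, 0.05% CHAPS; 25nM Ub-CHOP2 plus 25nM reporter substrate added, fluorescence (Ex485/Em531) read after 60min.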
PKM2 act: PKM2 (human) enzyme activation. purified PKM2, Kinase-Glo ATP luminescence, activation; response scale: 0% is enzyme alone, no compound. 260,000 compounds, 0.34% hits. P14618. Potency, µM (top dose mostly 57.5 µM), for the others: at the highest dose activation, actives largely listed as activators; note: potency is the fitted concentration of half-maximal effect; % is set by controls: 0 for no effect and ±100 for the full control effect; nearly all actives have a fitted effect of over 55% in size
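Purified hPK-M2 (>95%) run at intermediate activity with 0.1 mM ADP and 0.5 mM PEP in 50 mM imidazole pH 7.2, KCl, MgCl2; 1 h room temperature. ATP formed read by Kinase-Glo luminescence; normalized to uninhibited and no-enzyme controls.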
hERG WT inh: blocks the wildtype human KCNH2 potassium channel; activity change, % at 1.84 µM; U2OS, BacMam KCNH2, thallium flux FluxOr; hits give low values; 340,000 compounds, 0.37% hits; Q12809;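 active = maximum activity change below -70%; inconclusive = maximum activity change between -70% and -50%; inactive = maximum activity change above -50%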; note: % is set by controls: 0 for no effect and ±100 for the full control effect
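U2OS cells transduced with wild-type KCNH2 virus are loaded with FluxOr dye for 45 min, and thallium flux is measured in kinetic reads before and after stimulation buffer. Rate constants are normalized to DMSO controls.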
Mito fusion yeast: blocks mitochondrial division or promotes mitochondrial fusion | Potency, µM (titrated, usually from 46.1 µM), for inactives: at the highest dose growth rescue (activation), actives largely listed as activators | S. cerevisiae fusion-defective mutant growth rescue, CellTiterGlo 48 h | 320,000 compounds, 0.23% hits;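 note: potency is the fitted concentration of half-maximal effect; % of control where 0% means no effect; nearly all actives have a fitted effect of over 45% in size; temperature-sensitive fusion mutants such as fzo1-1 at 37 °C on non-fermentable ethanol glycerol medium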
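Luminescent cell viability in 1536-well qHTS format served as the measure of rescued growth in ts fusion-mutant S. cerevisiae cultured on non-fermentable YPEG for 48 hours at 37C.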
Eya2 phos inh: Eya2 (human) phosphatase inhibition; O00167; recombinant Eya2, OMFP fluorescence dephosphorylation (OMFP is methylfluorescein phosphate); Potency, µM (top dose mostly 76.9 µM), for the others: at the top dose activity, negative = inhibition, actives largely listed as inhibitors; 330,000 compounds, 0.006% hits; note: potency is the fitted concentration of half-maximal effect; % is set by controls: 0 for no effect and ±100 for the full control effect
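Eya2 (0.2 uM) preincubated 10 min at ambient with compound, then OMFP substrate added at 50 uM; 10 min reaction in 50 mM HEPES pH 7.5, 50 mM NaCl, 5 uM MgCl2, 0.05% BSA, 1 mM DTT. Fluorescence read at Ex 485/Em 525 nm.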
Menin MLL FP TR: menin-MLL binding inhibition, Texas Red mutant peptide. Menin + Texas Red MLL mutant peptide, fluorescence polarization. O00255. 270,000 compounds, 0.23% hits. Potency, µM (titrated, usually from 61.6 µM), for the others: at the top dose FP activity change, negative = inhibition, most hits filed as inhibitors. AID 1768; active = well fitted inhibition curve with a large enough effect in the polarisation, with a control signal flat, not every such curve was filed as active; inconclusive = small, poorly fitted or top-dose-only effect, or effect the other way, or a change in a side signal; inactive = no such curve, though single readings can be large or run the other way; the % refers to the polarisation; note: potency is the fitted concentration of half-maximal effect; % of control where 0% means no effect; many of its hits are not listed in these tables
S-ASM inh: human S-ASM enzyme inhibition. P17405. placental ASM, HMU-PC fluorogenic substrate, 60 min. Potency, µM (titrated, usually from 57.5 µM), for inactives: at the top dose activity change, negative = inhibition, actives largely listed as inhibitors. 340,000 compounds, 0.006% hits; note: potency is the fitted concentration of half-maximal effect
Target sequence (P17405 47-631 limits assumed): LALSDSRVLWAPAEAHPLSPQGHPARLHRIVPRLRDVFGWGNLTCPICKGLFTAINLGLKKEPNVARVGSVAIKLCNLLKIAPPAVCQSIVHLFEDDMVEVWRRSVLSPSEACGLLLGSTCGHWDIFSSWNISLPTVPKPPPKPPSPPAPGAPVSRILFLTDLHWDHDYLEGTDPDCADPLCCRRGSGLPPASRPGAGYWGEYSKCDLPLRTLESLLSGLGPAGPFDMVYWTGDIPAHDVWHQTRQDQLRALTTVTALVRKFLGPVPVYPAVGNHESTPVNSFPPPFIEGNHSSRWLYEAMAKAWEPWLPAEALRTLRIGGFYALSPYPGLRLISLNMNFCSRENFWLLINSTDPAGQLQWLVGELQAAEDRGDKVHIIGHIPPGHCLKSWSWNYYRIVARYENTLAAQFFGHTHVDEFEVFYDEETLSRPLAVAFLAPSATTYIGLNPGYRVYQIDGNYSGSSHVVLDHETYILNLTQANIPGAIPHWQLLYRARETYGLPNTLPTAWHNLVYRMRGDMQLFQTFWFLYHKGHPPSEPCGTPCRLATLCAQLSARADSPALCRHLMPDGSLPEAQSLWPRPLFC
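qHTS format. ASM enzyme prepared from human placenta hydrolyses the fluorogenic substrate HMU-PC0 (9 uM final) over 60 min at 37 °C after a 10 min compound preincubation.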
Chronic BCR inh: chronic active BCR signaling inhibition | AID 493014 | 340,000 compounds, 0.05% hits | Potency, µM (titrated, usually from 46.1 µM), without a hit: at the highest dose ratio change, negative = lower green/red ratio, hits mostly inhibitors | ABC-DLBCL IkBa-CBG/CBR reporter, luminescence ratio, 4 h; active = well fitted inhibition curve with a large enough effect in the signal ratio, with a control signal flat, not every such curve was filed as active; inconclusive = small, poorly fitted or top-dose-only effect, or effect the other way, or a change in a side signal; the % refers to the signal ratio;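 note: potency is the fitted concentration of half-maximal effect; plate controls were basal doxycycline-induced cells for no effect and cells given 10 µM MG132 for full effect; MG132 reads +100%, hits lower the ratio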
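TMD8 human ABC-DLBCL cells with doxycycline-inducible IκBα–green luciferase fusion and unfused red luciferase, in 0.5% FBS medium; compounds up to 46 uM, 4 h at 37C. Green/red luminescence ratio, filter-overlap corrected, fitted to concentration-response curves.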
TSHR antagonist: blocks TSH signaling through the human TSH receptor; TSHR-expressing cells, TSH-stimulated cAMP HTRF, 2 h; hits give low values; P16473; activity change, negative = inhibition, % at 11.5 µM; 330,000 compounds, 0.2% hits;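 active = activity change below a set negative limit, meaning inhibition stronger than a set level, cut at about -70% in these data; inconclusive = activity change between two set negative limits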; note: % is set by controls: 0 for no effect and ±100 for the full control effect
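Freshly harvested TSHR cells receive pin-tooled compound, then EC80 TSH at 4nM final. After 2 hours at 37 deg C, antibody in lysis buffer and cAMP-d2 are added; 30 minutes at ambient temperature precede the HTRF read.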
MBNL1-CUG inh: inhibitors of human MBNL1 binding to CUG repeat RNA; Q9NR56; TR-FRET MBNL1-His/biotin-(CUG)12 binding, 665/545 ratio; Potency, µM (highest dose often 57.5 µM), inactives show at the top dose activity change, negative = inhibition, actives largely listed as inhibitors; 280,000 compounds, 0.036% hits; active = well fitted inhibition curve with a large enough effect in the signal ratio, with a control signal flat, not every such curve was filed as active; inconclusive = small, poorly fitted or top-dose-only effect, or effect the other way, or a change in a side signal; inactive = no such curve, though single readings can be large or run the other way; the % refers to the signal ratio; note: potency is the fitted concentration of half-maximal effect; % is set by controls: 0 for no effect and ±100 for the full control effect
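Ratiometric TR-FRET (665 over 545 nm, excitation 340 nm) tracks disruption of MBNL1-His/biotin-(CUG)12 complex after 60 min at room temperature, with compounds at 92 nM to 58 uM final.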
GALK inhibitor: inhibitors of human galactokinase; Potency, µM (top dose mostly 57.5 µM), for inactives: at the highest dose activity change, negative = inhibition, actives largely listed as inhibitors; 270,000 compounds, 0.007% hits; P51570; AID 1868; Purified GALK, Kinase-Glo residual ATP luminescence; note: potency is the fitted concentration of half-maximal effect; % is set by controls: 0 for no effect and ±100 for the full control effect
Target sequence (P51570 whole entry, looked up): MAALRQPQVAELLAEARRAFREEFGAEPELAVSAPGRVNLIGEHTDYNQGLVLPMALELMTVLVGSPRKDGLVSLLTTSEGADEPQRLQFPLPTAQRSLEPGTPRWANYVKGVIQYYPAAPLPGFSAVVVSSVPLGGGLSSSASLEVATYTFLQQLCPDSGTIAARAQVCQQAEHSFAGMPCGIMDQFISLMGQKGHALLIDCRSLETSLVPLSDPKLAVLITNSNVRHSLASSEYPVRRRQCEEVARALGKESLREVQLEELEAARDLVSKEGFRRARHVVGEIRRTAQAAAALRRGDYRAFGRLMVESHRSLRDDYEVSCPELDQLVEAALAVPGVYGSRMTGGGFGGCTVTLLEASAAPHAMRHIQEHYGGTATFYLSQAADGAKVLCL
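Kinase-Glo Plus luminescence measured ATP left after a 1 h room-temperature reaction. The reaction used 5 nM GALK, 100 uM galactose and 35 uM ATP at pH 8.0 (20 mM HEPES, 5 mM MgCl2, 60 mM NaCl, 1 mM DTT, 0.01% BSA).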
Starred values were filed as active, the others as inactive; [ ] = remark or other dose. Unless noted, calls come from the whole dose curve; as a rule, active = well fitted curve in the direction sought with a large enough effect; inconclusive = small, poorly fitted or top-dose-only effect, or another doubt; inactive = no such curve, though single readings can be large; an effect the other way counts as inactive or inconclusive.

For Cc1cc(C)c(C(N)=O)c(NC(=O)Nc2ccccc2)n1 the results were USP2a block 3%, PKM2 act 1%, hERG WT inh -24, Mito fusion yeast -1%, Eya2 phos inh -4%, Menin MLL FP TR -24%, S-ASM inh 2%, Chronic BCR inh 9%, TSHR antagonist -2, MBNL1-CUG inh 12% and GALK inhibitor -2%.
COc1ccc(F)cc1S(=O)(=O)n1cc(C)nc1-c1ccccc1 was read as USP2a block 0%, PKM2 act -2%, hERG WT inh -4, Mito fusion yeast -3%, Eya2 phos inh 0%, Menin MLL FP TR 22%, S-ASM inh 0%, Chronic BCR inh -1%, TSHR antagonist 0, MBNL1-CUG inh 6% and GALK inhibitor -1%.
COc1ccc(CC/C(C)=N\NC(N)=O)cc1 was read as USP2a block 3%, PKM2 act 3%, hERG WT inh -1, Mito fusion yeast -3%, Eya2 phos inh 10%, Menin MLL FP TR -2%, S-ASM inh 3%, Chronic BCR inh 2%, TSHR antagonist 2, MBNL1-CUG inh 9% and GALK inhibitor 3%.
Screening COc1ccc(C(=O)OCC(=O)NCCN2C(=O)CSC2=O)cc1 returned USP2a block 1%, PKM2 act 1%, hERG WT inh -10, Mito fusion yeast 5%, Eya2 phos inh 11%, Menin MLL FP TR -1%, S-ASM inh -1%, Chronic BCR inh -1%, TSHR antagonist -5, MBNL1-CUG inh -4% and GALK inhibitor 8%.
`Cc1ccc(OCCCN(C)C)c(Br)c1` gave USP2a block 2%, PKM2 act 1%, hERG WT inh -1, Mito fusion yeast -4%, Eya2 phos inh 2%, Menin MLL FP TR 3%, S-ASM inh -5%, Chronic BCR inh 0%, TSHR antagonist 11, MBNL1-CUG inh 2% and GALK inhibitor -2%.
Screening Cc1cccc(NS(=O)(=O)c2cc3c(cc2C)NC(=O)CO3)c1 returned USP2a block 0%, PKM2 act 0.71µM*, hERG WT inh 5, Mito fusion yeast 0%, Eya2 phos inh -5%, Menin MLL FP TR 15%, S-ASM inh -8%, Chronic BCR inh -19%, TSHR antagonist 9 and MBNL1-CUG inh 7%.
Screening Cc1ccc(/C=N/NC(=O)c2cc(C)oc2C)cc1 returned USP2a block -1%, PKM2 act -32%, hERG WT inh 8, Mito fusion yeast -4%, Eya2 phos inh -3%, S-ASM inh -2%, Chronic BCR inh inconclusive, TSHR antagonist -7, MBNL1-CUG inh 3% and GALK inhibitor 3%.
O=C1NN(c2ccccc2)C(=O)/C1=C/c1ccc(Sc2cccc3ccccc23)o1 was read as USP2a block 0%, PKM2 act 9%, hERG WT inh 3, Mito fusion yeast 5%, Eya2 phos inh -1%, Menin MLL FP TR inconclusive, S-ASM inh -17%, Chronic BCR inh inconclusive, TSHR antagonist -6, MBNL1-CUG inh 51%[activator] and GALK inhibitor -15%.
CC(=O)Nc1ccc2c(c1)nc(CCNC(=O)c1ccco1)n2C was read as USP2a block -3%, PKM2 act -1%, hERG WT inh 0, Mito fusion yeast 5%, Eya2 phos inh 0%, Menin MLL FP TR 9%, S-ASM inh 3%, Chronic BCR inh 4%, TSHR antagonist -6, MBNL1-CUG inh -3% and GALK inhibitor 0%.
O=C1NCCn2ccc(=O)cc21 was read as USP2a block 1%, PKM2 act -2%, hERG WT inh 2, Mito fusion yeast 5%, Eya2 phos inh -3%, S-ASM inh -2%, Chronic BCR inh 7%, TSHR antagonist 3 and GALK inhibitor 1%.
For CCOc1ccc2[nH]c3c(c2c1)CNCC3 the results were USP2a block -1%, PKM2 act 0%, hERG WT inh 7, Mito fusion yeast -2%, Eya2 phos inh -8%, Menin MLL FP TR 9%, S-ASM inh -1%, Chronic BCR inh 1%, TSHR antagonist -12, MBNL1-CUG inh 4% and GALK inhibitor -4%.
For COc1ccc(C(=O)Nc2ccccc2C(=O)Nc2cccc(C)n2)cc1 the results were USP2a block 2%, PKM2 act 0%, hERG WT inh -5, Mito fusion yeast -1%, Eya2 phos inh -4%, Menin MLL FP TR -23%, S-ASM inh -6%, Chronic BCR inh 4%, TSHR antagonist 38, MBNL1-CUG inh 20% and GALK inhibitor -3%.
Screening CCN(C1CCCCC1)S(=O)(=O)c1ccc(S(=O)(=O)N(CC(=O)Nc2ccccc2)C2CC2)cc1 returned USP2a block 3%, PKM2 act -2%, hERG WT inh 8, Mito fusion yeast -2%, Eya2 phos inh 12%, Menin MLL FP TR 6%, S-ASM inh -10%, Chronic BCR inh 6%, TSHR antagonist 5, MBNL1-CUG inh -2% and GALK inhibitor 0%.
Screening CC(C)c1cc(Br)ccc1OCCCN1C(=O)NC(C)(C)C1=O returned USP2a block -1%, PKM2 act -4%, hERG WT inh -4, Mito fusion yeast 14%, Eya2 phos inh -12%, Menin MLL FP TR 0%, S-ASM inh -6%, Chronic BCR inh -25%, TSHR antagonist -11, MBNL1-CUG inh 8% and GALK inhibitor 2%.
`N#Cc1ccc(-c2cccnc2)nc1SCc1ccc(Cl)c(Cl)c1` gave USP2a block 0%, PKM2 act 2%, hERG WT inh 25, Mito fusion yeast 23%, Eya2 phos inh -14%, Menin MLL FP TR 13%, S-ASM inh -11%, Chronic BCR inh -1%, TSHR antagonist -7 and MBNL1-CUG inh inconclusive.
COCc1nnc(NS(=O)(=O)c2ccc([N+](=O)[O-])cc2)s1 was read as USP2a block 0%, PKM2 act 1%, hERG WT inh 3, Mito fusion yeast -2%, Eya2 phos inh 15%, S-ASM inh 4%, Chronic BCR inh -1%, TSHR antagonist 1, MBNL1-CUG inh inconclusive and GALK inhibitor -5%.
Cc1ccc(OCC(=O)Nc2c(C)ccc3nsnc23)cc1 was read as USP2a block 0%, hERG WT inh -38, Mito fusion yeast 2%, Eya2 phos inh -6%, S-ASM inh 5%, Chronic BCR inh -13%, TSHR antagonist 4, MBNL1-CUG inh inconclusive and GALK inhibitor 2%.
`Cc1ccc(Cn2c3ccccc3c3cn[nH]c(=O)c32)cc1` gave USP2a block -5%, PKM2 act -15%, hERG WT inh -1, Mito fusion yeast 14%, Eya2 phos inh 9%, Menin MLL FP TR 5%, S-ASM inh 1%, Chronic BCR inh -1%, TSHR antagonist 17, MBNL1-CUG inh -13% and GALK inhibitor -1%.
S=c1sc2c(N3CCN(Cc4ccccc4)CC3)ncnc2n1-c1ccccc1 was read as USP2a block 1%, PKM2 act 2%, hERG WT inh 8, Mito fusion yeast -5%, Eya2 phos inh 4%, Menin MLL FP TR -6%, S-ASM inh -2%, Chronic BCR inh inconclusive, TSHR antagonist 1, MBNL1-CUG inh 0% and GALK inhibitor 1%.
`CCOc1cnc(-c2ccc(OC)cc2)o1` gave USP2a block 3%, PKM2 act 0%, hERG WT inh -7, Mito fusion yeast 0%, Eya2 phos inh 6%, Menin MLL FP TR 0%, S-ASM inh 3%, Chronic BCR inh 2%, TSHR antagonist 1, MBNL1-CUG inh 2% and GALK inhibitor 0%.
COc1ccc2[nH]cc(/C=C/C(=O)c3ccccc3)c2c1 was read as USP2a block 0%, PKM2 act 0%, hERG WT inh -4, Mito fusion yeast -6%, Eya2 phos inh 3%, S-ASM inh 14%, Chronic BCR inh inconclusive, TSHR antagonist -13 and GALK inhibitor -2%.
For COc1cc(C)c(Cl)cc1S(=O)(=O)n1ccnc1 the results were USP2a block 4%, PKM2 act 20%, hERG WT inh 1, Mito fusion yeast 3%, Eya2 phos inh -5%, Menin MLL FP TR 5%, S-ASM inh 5%, Chronic BCR inh 2%, TSHR antagonist -1, MBNL1-CUG inh -1% and GALK inhibitor 3%.

Some of the compounds tested; rates above refer to the full screens.
